# Screening data as filed in PubChem.
# HIV peptide binding – inhibitors of HIV fusion peptide binding, primary screen, biochemical, uHTS, fluorescence dequenching (AID 1986). hit rate 0.3% among 290,000. cell-free peptide binding, fluorescence dequenching, 30 min; higher % means a stronger effect. one-dose inhibition, % at 20 µM; IC50 in µM for titrated hits; in the data active = inhibition mostly above about 52%, no sharp cut-off; inactive = mostly below about 76%; also: some results filed as inactive read as strong as hits
# Dengue-2 NS5 capping – Dengue-2 NS5 methyltransferase inhibitors, primary screen, biochemical, confirmation dose response (AID 588689); Dengue-2 NS5 methyltransferase capping enzyme assay, biochemical; higher % means a stronger effect; inhibition, % at 25 µM, or IC50 in µM where a hit was titrated; hit rate 0.3% among 340,000; in the data active = a potency from the dose series; inconclusive = inhibition above about 29% without an active follow-up result
# UTI89 phage lysis – protection from phage-mediated lysis, alamar blue read-out – E. coli UTI89, K1F phage, bacterial capsule biogenesis inhibitors (AID 488966) | E. coli UTI89 K1F phage lysis, alamar blue, 2 h; higher % means a stronger effect | one-dose inhibition, % at 100 µM; IC50 in µM for titrated hits | hit rate 0.02% among 340,000;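 active = phage lysis inhibition, versus mean bacterial control, above a set limit; inconclusive = no clear call, values can overlap the other calls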;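 also: capsule biogenesis inhibitors block K1F phage lysis so surviving cells raise fluorescence; higher fluorescence means more inhibition of phage lysis; actives were called in the ten point dose series up to 300 µM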
# GPR55 LPI antagonism – GPR55 antagonists blocking LPI-driven arrestin recruitment, primary screen, imaging, U2OS, beta-arrestin-GFP, LPI agonist (AID 2013); U2OS GPR55 beta-arrestin-GFP translocation imaging, LPI antagonism; higher % means a stronger effect; hit rate 0.13% among 290,000; inhibition, % at 10 µM; hits with a dose series show IC50 in µM;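 active = spots per cell inhibited over 60%, with over 100 cells counted and total cytoplasm intensity under 500,000; inconclusive = wells with under 100 cells, flagged as likely toxic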;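 also: U2OS cells stably carrying GPR55 and arrestin-GFP stimulated by 5 µM LPI near EC80; imaged beta-arrestin-GFP aggregate spots per cell after agonist stimulation; plate controls were LPI-stimulated DMSO wells for no effect and DMSO wells without LPI for full effect; some results filed as inactive read as strong as hits; confirmed hits need IC50 under 10 µM and bright autofluorescent wells are also inconclusive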
# GPR35 antagonists – GPR35 antagonists blocking zaprinast-driven arrestin recruitment, primary screen, imaging, U2OS, beta-arrestin-GFP, zaprinast agonist (AID 2058); U2OS GPR35 beta-arrestin-GFP translocation imaging, zaprinast antagonism; higher % means a stronger effect; inhibition, % at 10 µM, or IC50 in µM where a hit was titrated; hit rate 0.052% among 290,000;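 active = inhibition of at least 50% with at least 30 cells and total cytoplasm GFP at most 10,000,000; inconclusive = under 30 cells or total GFP of 10,000,000 plus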
# GPR55 beta-arrestin – selective activators of receptor GPR55 – imaging, U2OS cells, beta-arrestin-GFP redistribution, primary screen (AID 1961); U2OS GPR55 beta-arrestin-GFP redistribution imaging; higher % means a stronger effect; one-dose activation, % at 10 µM; EC50 in µM for titrated hits; hit rate 0.048% among 290,000;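 active = activation above 40% with more than 50 cells counted in the well; inconclusive = wells holding fewer than 50 cells, flagged as toxic or sparse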;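 also: U2OS osteosarcoma cells stably expressing GPR55 and beta-arrestin-GFP; plate controls were DMSO negative control for no effect and LPI positive control for full effect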
# NTR1 agonist – NTR1-driven beta-arrestin-GFP spot formation – imaging, U2OS cells, high content, primary screen (AID 493036) | hit rate 0.17% among 330,000 | agonist mode | activation, % at 20 µM;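 active = activation at or above 40% of the spot to cytoplasm intensity ratio, with at least 20 cells analyzed; inconclusive = wells under 20 cells, flagged as cytotoxic or low count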;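 also: 0% = DMSO without peptide and 100% = 100 nM NTR1 peptide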
# Target sequence (P30989 whole entry, looked up): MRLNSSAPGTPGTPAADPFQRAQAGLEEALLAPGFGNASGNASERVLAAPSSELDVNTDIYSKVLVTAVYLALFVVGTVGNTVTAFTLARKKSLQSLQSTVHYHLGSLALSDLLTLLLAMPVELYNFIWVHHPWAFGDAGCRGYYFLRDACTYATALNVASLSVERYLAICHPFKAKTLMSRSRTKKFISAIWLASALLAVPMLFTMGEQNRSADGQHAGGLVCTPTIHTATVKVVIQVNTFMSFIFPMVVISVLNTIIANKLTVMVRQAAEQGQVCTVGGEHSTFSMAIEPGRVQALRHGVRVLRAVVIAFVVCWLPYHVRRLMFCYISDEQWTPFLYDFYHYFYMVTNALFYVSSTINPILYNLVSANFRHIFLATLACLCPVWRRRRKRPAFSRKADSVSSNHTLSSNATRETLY
# AID2073 – disruptors of CaV2.2 binding to Mint1 – biochemical, HTRF (AID 2073) | HTRF protein-protein interaction, Mint1-CaV2.2; higher % means a stronger effect | hit rate 0.19% among 290,000 | inhibition, % at 20 µM, or IC50 in µM where a hit was titrated; in the data active = inhibition mostly above about 51%, no sharp cut-off; inconclusive = no clear call, values can overlap the other calls; inactive = mostly below about 53%; also: some results filed as inactive read as strong as hits
# SIAH1 antagonists – blockers of Siah-1 interaction with plectin peptide – biochemical, fluorescence polarization, rhodamine-plectin, uHTS, primary screen (AID 1817); Siah-1 / rhodamine-plectin peptide fluorescence polarization; higher % means a stronger effect; one-dose displacement, % at 20 µM; IC50 in µM for titrated hits; hit rate 0.02% among 290,000;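 active = displacement of at least 50% at 20 µM, with a fluorescence ratio check between 0.3 and a set limit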;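 also: plate controls were Siah plus tracer with DMSO for no effect and tracer alone without Siah for full effect; strong numbers were not always called active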
# NTR1 agonist cell count 20 µM – recorded beside NTR1 agonist, whose call it bears; cell count; measured here: cell count, cytotoxicity flag
# Dengue-2 NS5 capping pilot replicate – second read-out of Dengue-2 NS5 capping, no call of its own (marks repeat the call); inhibition, %; measured here: pilot screen replicate inhibition
# The depositor's hits bear a star; u = inconclusive; x = not tested or not shown; [ ] = remark or other dose. Compounds as they come (roughly 1.2% active in at least one column).
SMILES,HIV peptide binding,Dengue-2 NS5 capping,UTI89 phage lysis,GPR55 LPI antagonism,GPR35 antagonists,GPR55 beta-arrestin,NTR1 agonist,NTR1 agonist cell count 20 µM,AID2073,SIAH1 antagonists,others
Cn1c(COc2ccc(Br)cc2)nnc1SC1CCc2ccccc2C1=O (configuration not stated),-2.7%,9%,1.3%,-9%,0%,-0.2%,9.3,44,u,1%,
CCOc1ccc(C2N(c3ccc(F)cc3)C(=O)C3CCCN32)cc1OC (configuration not stated),0.7%,2%,5.9%,-17%,-2%,-0.2%,0.3,63,-8%,2%,
COC(=O)C(C)NC(=O)c1cn(-c2ccccc2OC)c(=O)c2ccccc12 (configuration not stated),-1.0%,-5%,0.1%,9%,-1%,-0.1%,1.5,65,-4%,2%,
Cc1ccc(SCCC(=O)Nc2ccccc2C(=O)N2CCOCC2)cc1,0.6%,1%,1.6%[50 µM],3%,8%,-0.1%,-2.1,66,28%,5%,
CCCCc1nnc(NC(=O)CCS(=O)(=O)Cc2ccccc2)s1,-0.8%,0%,-0.1%,15%,-2%,0.0%,0.0,62,8%,0%,
CC(Sc1nnc(N)s1)C(=O)Nc1ccc2c(c1)OCCO2 (configuration not stated),0.4%,-7%,0.2%,3%,-3%,-0.1%,0.7,62,13%,11%,
CCN(CC)CC(O)CCCCCCCCC(=O)OC (configuration not stated),-0.6%,x,x,1%,-1%,-0.1%,0.0,49,7%,-8%,
CC(C)(C)NC(=O)C(c1ccco1)N(C(=O)Cn1nnc(-c2ccc(F)cc2)n1)c1ccccc1F (configuration not stated),2.8%,4%,3.3%,17%,-7%,0.5%,0.8,58,6%,2%,
CC(C)(C)S(=O)c1cccs1 (configuration not stated),-1.0%,-6%,5.6%,1%,7%,-0.2%,0.2,46,-5%,-2%,
O=C(CNC(=O)c1cccs1)NCC(=O)OCC(=O)c1ccccc1,0.3%,6%,0.4%,-6%,9%,x,0.7,46,13%,3%,
O=C(CN(Cc1ccc(F)cc1)S(=O)(=O)c1ccccc1)N1CCCCC1,14%,-4%,-0.1%,-1%,-9%,-0.2%,-0.3,33,8%,7%,
COC(=O)c1ccc(S(=O)(=O)N(Cc2ccccc2)Cc2ccccc2)n1C,-0.6%,2%,0.7%,6%,2%,-0.2%,3.8,67,5%,-3%,
CNc1nc(Nc2ccc([N+](=O)[O-])cc2)nc(OCC(F)(F)F)n1,-1.2%,-5%,-1.2%,5%,-10%,-0.2%,2.1,58,12%,-1%,
CN(C)c1nc(N)nc(CSc2nnnn2-c2cccc3ccccc23)n1,2.1%,-1%,1.2%,11%,0%,0.2%,2.6,86,2%,-2%,Dengue-2 NS5 capping pilot replicate=-4.5
COC(=O)c1c(C)[nH]c(/C=N/Nc2ccccc2)c1C,-1.1%,-17%,2.4%,10%,11%,0.0%,2.0,49,8%,1%,
COc1cc(NC(=O)CCN2CCOCC2)cc(OC)c1,-1.0%,-2%,0.1%,-6%,14%,0.4%,-0.7,70,11%,2%,Dengue-2 NS5 capping pilot replicate=-0.3
O=S(=O)(CCN1CCN(C(c2ccccc2)c2ccccc2)CC1)C(F)(F)F,0.3%,-6%,0.9%,-3%,-1%,0.2%,-0.4,56,8%,-5%,
COC(=O)c1ccc(C(=O)OC)c(NC(=O)CCc2ccc(C)o2)c1,0.0%,-12%,0.1%,2%,0%,0.0%,2.5,81,-1%,1%,
COc1ccc(N2C(=O)CCC(C(=O)N(C)CCc3ccccn3)C2c2ccc(OC)c(OC)c2)cc1 (configuration not stated),-1.2%,9%,0.3%,-9%,-8%,-0.3%,-1.7,64,-8%,-2%,
CCOC(=O)c1c(C)[nH]c(C(=O)Cn2nnc(-c3ccc(Cl)cc3)n2)c1C,-1.9%,-7%,2.7%,-4%,-2%,0.1%,3.2,42,-2%,-1%,
COc1ccc(-n2c3c(cc(C(=O)NC4CCSC4=O)c2=O)C(=O)CC(C)(C)C3)cc1 (configuration not stated),-1.8%,3%,-0.2%,6%,10%,-0.2%,-0.8,39,13%,-1%,
COc1cccc(NC(=S)N2CCCC2)c1,-1.0%,1%,1.7%,-4%,-2%,-0.1%,0.4,44,-24%,-2%,
Oc1ccc(CNc2ccccc2F)c2cccnc12,-0.6%,-45%,-0.3%,2%,4%,-0.6%,0.3,60,3%,-6%,
CCOc1cccc(-c2c(C(=O)N/N=C/c3ccco3)nnn2-c2nonc2N)c1,-0.5%,-6%,0.1%,16%,-1%,0.7%,0.5,67,5%,9%,
Cc1ccsc1C(=O)NNC(=O)C1CCCCC1C(=O)O (configuration not stated),-0.3%,-2%,2.6%,-1%,12%,-0.3%,-2.6,91,-8%,-7%,
CC1CCC/C(=C\Nc2ccc3c(c2)OCO3)C1=O (configuration not stated),-3.4%,28%,0.9%,3%,-20%,-0.1%,0.9,69,11%,4%,
CCC(C)N(C(=O)c1csnn1)C(C(=O)NC1CCCC1)c1ccccc1F (configuration not stated),1.6%,4%,0.8%,3%,9%,-0.1%,1.2,62,-12%,-3%,
CCOC(=O)CC(=O)CSc1nc(C)nc2c1oc1ccccc12,2.4%,-9%,0.9%,-16%,-2%,-0.2%,0.0,41,-2%,-3%,
O=C(Oc1cccc(OC(=O)c2ccco2)c1)c1ccco1,-1.5%,-9%,0.2%,10%,12%,-0.3%,-1.2,56,6%,-7%,
COc1cc(/C=N/Nc2nc(C)cc(=O)[nH]2)ccc1O,-3.2%,3%,0.0%,-7%,-2%,0.0%,1.6,55,-4%,-4%,
O=C(NC1CC1)c1ccc2snnc2c1,0.6%,x,2.0%,-5%,1%,0.2%,-0.5,95,-11%,15%,
O=C(N/N=C/c1ccc(OC(F)F)cc1)C1=COCCO1,-0.8%,0%,0.0%,-21%,-11%,-0.2%,0.4,36,3%,4%,
COc1ccc(N/C=C/C(=O)C(C)(C)C)cc1,1.5%,-4%,0.1%,9%,1%,0.3%,0.2,81,-11%,7%,
Cc1nn(CC(=O)NCCN2CCCCC2C)c(=O)c2cc(-c3ccccc3)nn12 (configuration not stated),-1.5%,-9%,-0.2%,6%,10%,0.3%,-1.1,70,0%,3%,
CC(CN(C)Cc1ccccc1)OC(=O)c1cccc(F)c1 (configuration not stated),-1.9%,-9%,0.5%[50 µM],-5%,0%,-0.2%,1.8,72,2%,6%,
O=C(/C(C=Nc1cc2c(oc1=O)CCCC2=O)=C(\O)c1ccccc1)c1ccccc1,1.5%,1%,0.2%,12%,19%,-0.1%,1.8,40,1%,2%,
CCOC(=O)C1CCN(CCC(=O)Nc2cccc(Cl)c2C)CC1,-1.4%,-3%,0.9%,13%,4%,0.7%,-0.8,40,-5%,-2%,
COc1cc(C(=O)O)ccc1Cl,-1.0%,-2%,0.2%,-11%,5%,-0.2%,0.8,76,3%,11%,
Cc1c(O)ccc(/C=N/Nc2ncccc2[N+](=O)[O-])c1O,-1.5%,1%,0.1%,6%,0%,-0.1%,1.7,64,11%,-9%,Dengue-2 NS5 capping pilot replicate=-0.6
CC(Oc1ccc(Cl)cc1Cl)C(=O)Nc1ncccn1 (configuration not stated),-1.1%,-5%,1.7%,-11%,2%,-0.2%,3.1,62,-6%,1%,
C/C(=N/NC(=O)c1nnn(-c2nonc2N)c1COc1ccccc1)c1ccc(O)cc1,-0.9%,-2%,0.2%,-22%,19%,0.3%,6.2,70,19%,-3%,
CN1CCC(CN)(N2CCN(c3ccccc3)CC2)CC1,-0.4%,-1%,0.0%,-2%,1%,0.6%,-0.8,49,42%,-11%,
COc1cc(C(=O)OCc2cc3ccccc3[nH]c2=O)cc(OC)c1OC,0.9%,4%,0.1%,2%,-6%,-0.3%,-1.7,53,2%,3%,
C=CCOc1ccc(C2NC(=S)NC(C)=C2C(=O)c2ccccc2)cc1OC (configuration not stated),-1.1%,-3%,-0.9%[50 µM],-1%,10%,0.6%,-0.8,66,-13%,-5%,
COCCCn1c(=O)c2sccc2n2c(CCCC(=O)NCc3cccc(OC)c3)nnc12,-1.4%,-6%,0.2%,9%,11%,-0.2%,1.6,60,-4%,3%,
O=C(O)C1CCCN(S(=O)(=O)c2ccc(Br)s2)C1 (configuration not stated),1.3%,-1%,0.1%,8%,-8%,-0.5%,0.9,55,-2%,2%,
COc1ccc(CNC(=O)[C@H](NC(=O)C2CCN(C(=O)[C@@H](N)CCSC)CC2)C(C)C)cc1,0.2%,-4%,3.5%,-10%,18%,-0.2%,-1.8,71,5%,-5%,
C=CCn1c(-c2cccnc2Cl)nc2cc(Cl)c(Cl)cc21,-3.5%,-9%,0.4%,-13%,6%,-0.2%,1.1,49,-3%,6%,
CCOC(=O)c1sc(=NC(=O)COc2ccc(Cl)cc2)n(C)c1C,1.4%,-2%,-0.2%,4%,-8%,0.1%,0.6,61,42%,23%,
COc1ccc(-c2nc(CN3CCC(C(=O)NCC4CCCO4)CC3)c(C)o2)cc1OC (configuration not stated),2.8%,-10%,-0.1%,13%,-5%,0.6%,2.8,63,4%,5%,
COc1ccc(N(CC(=O)Nc2cccc(C(F)(F)F)c2)S(=O)(=O)c2c(C)[nH]c(=O)[nH]c2=O)cc1,7.8%,-6%,0.0%,4%,6%,-0.2%,-1.2,70,-2%,16%,
COc1ccc([N+](=O)[O-])cc1NC(=O)COC(C)=O,-1.8%,-2%,0.5%,8%,3%,0.1%,-0.5,43,-6%,-5%,
Cc1ccc(C(=O)NCCCNC(=O)COc2ccc(C)c(C)c2)cn1,0.9%,-1%,0.2%,-17%,4%,-0.2%,-0.2,31,-2%,2%,
COC(=O)Nc1ccc(SCC(=O)c2ccccc2)cc1,0.2%,2%,0.0%,10%,4%,0.0%,-0.1,45,-4%,18%,
COc1ccc(N=C(C)C2=C(O)c3ccccc3C2=O)cc1,-0.1%,-3%,-0.4%,3%,2%,0.4%,1.2,62,3%,2%,
C=CCC(C=C)[N+]1(CC(=O)OC)CCCCC1 (configuration not stated),1.5%,x,x,-4%,10%,-0.3%,0.7,56,-9%,-4%,
